ATXN viability = Viability Counterscreen for Primary qHTS for Inhibitors of ATXN expression; S2 cells (HEK-293 line with an ATXN2-luciferase reporter) viability, CellTiter-Fluor protease fluorescence, 24 h; Potency, µM (top dose mostly 56.7 µM), actives largely listed as cytotoxic; 0.49% of 400,000 active; AID 651635, 2014; further: nearly all actives have a fitted effect of over 40% in size
Nrf2 activator = qHTS of Nrf2 Activators; AREc32 ARE-luciferase reporter (MCF7-derived line), luminescence, 24 h; Potency, µM (titrated, usually from 46.1 µM), without a hit: at the highest dose activation, usual class: activators; 0.31% of 410,000 active; AID 624171, 2012; further: % of control where 0% means no effect; nearly all actives have a fitted effect of over 65% in size
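Nrf2 activation is followed as ARE-luciferase induction in the AREc32 line after one day of compound treatment; luminescence is read with Steady-Glo.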
EPAC2 antagonist = qHTS for Antagonist of cAMP-regulated guanine nucleotide exchange factor 2 (EPAC2): primary screen. Potency, µM (titrated, usually from 114 µM), inactives show top-dose activity, negative = inhibition, actives largely listed as inhibitors. 0.18% of 360,000 active. EPAC2 GEF exchange of Rap1B-BODIPY-GDP, fluorescence. AID 720708, 2013; further: on the % scale 0 is the no-effect control and ±100 the full control effect; nearly all actives have a fitted effect of over 45% in size; many of its hits are not listed in these tables
Target sequence (Q8WZA2 whole entry, looked up): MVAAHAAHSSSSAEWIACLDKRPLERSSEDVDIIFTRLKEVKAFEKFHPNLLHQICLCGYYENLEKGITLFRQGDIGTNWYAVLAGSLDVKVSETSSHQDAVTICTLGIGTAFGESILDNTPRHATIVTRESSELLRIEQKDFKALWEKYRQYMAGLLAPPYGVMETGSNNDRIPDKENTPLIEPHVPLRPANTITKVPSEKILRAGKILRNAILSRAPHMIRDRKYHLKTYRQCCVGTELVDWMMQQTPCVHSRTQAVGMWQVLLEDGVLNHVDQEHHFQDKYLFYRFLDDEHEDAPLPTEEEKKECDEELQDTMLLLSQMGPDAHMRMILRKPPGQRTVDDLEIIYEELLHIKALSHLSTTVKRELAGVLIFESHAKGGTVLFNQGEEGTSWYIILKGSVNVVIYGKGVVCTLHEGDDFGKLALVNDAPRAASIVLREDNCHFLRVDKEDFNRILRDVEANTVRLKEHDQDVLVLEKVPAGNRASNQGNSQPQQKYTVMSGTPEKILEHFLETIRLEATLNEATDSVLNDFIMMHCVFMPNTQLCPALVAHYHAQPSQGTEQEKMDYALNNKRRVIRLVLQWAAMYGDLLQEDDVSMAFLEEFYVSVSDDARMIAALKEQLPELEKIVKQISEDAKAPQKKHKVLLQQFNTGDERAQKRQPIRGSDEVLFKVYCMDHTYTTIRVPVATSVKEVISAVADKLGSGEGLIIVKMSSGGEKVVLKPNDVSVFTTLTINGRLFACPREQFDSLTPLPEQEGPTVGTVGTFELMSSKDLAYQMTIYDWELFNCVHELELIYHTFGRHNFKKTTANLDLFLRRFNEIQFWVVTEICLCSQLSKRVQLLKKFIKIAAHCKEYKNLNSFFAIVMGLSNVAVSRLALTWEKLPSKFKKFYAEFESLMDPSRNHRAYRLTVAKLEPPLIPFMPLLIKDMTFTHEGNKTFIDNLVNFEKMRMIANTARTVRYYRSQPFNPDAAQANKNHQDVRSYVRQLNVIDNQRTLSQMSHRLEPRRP
Nrf2 block = Nrf2 qHTS screen for inhibitors; A549 ARE-Fluc reporter, luciferase luminescence, 18-24 h; Potency, µM (series often up to 46 µM), inactives show top-dose activity change, negative = inhibition, usual class: inhibitors; 2.1% of 360,000 active; AID 504444, 2011; further: on the % scale 0 is the no-effect control and ±100 the full control effect; nearly all actives have a fitted effect of over 60% in size
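Nrf2 activity is the BugLite luminescence, read 15 min after reagent at room temperature, following CellTiter-Fluor cytotoxicity readout (30 min, 37C). Compound titrations were applied for 18-24 h to 5000 A549 ARE_Fluc cells/well in 5% FBS OPTI-MEM.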
TGFb SMAD3 inh = qHTS for Inhibitors of TGF-b | HepG2 CAGA-GFP TGF-b/SMAD3 reporter, GFP fluorescence, 18 h; TGF-beta stimulated, 500 pg/mL final | Potency, µM (highest dose often 46.1 µM), for the others: at the highest dose activity, negative = inhibition, most hits filed as inhibitors | 1.2% of 410,000 active | AID 588855, 2011; further: on the % scale 0 is the no-effect control and ±100 the full control effect; nearly all actives have a fitted effect of over 65% in size
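Cell-based qHTS in HEPG2 carrying a CAGA-GFP Smad reporter; compounds added before 500 pg/mL final TGF-beta, 18 h incubation at 37 degrees C, GFP fluorescence quantified per cell by imaging cytometry.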
A549 tox = Nrf2 qHTS screen for inhibitors: counterscreen for cytotoxicity; Potency, µM (top dose mostly 46 µM), without a hit: at the top dose activity change, negative = cytotoxicity, most hits filed as inhibitors; 0.16% of 390,000 active; A549 ARE-Fluc cells, CellTiter-Fluor viability, 18-24 h; further: on the % scale 0 is the no-effect control and ±100 the full control effect
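A549 ARE-Fluc cells in 5% FBS OPTI-MEM, 5000 cells/well, rested 2 h then exposed to compounds in concentration-response for 18-24 h at 37 °C. Viability by CellTiter-Fluor fluorescence (Ex 405/Em 525) after 30 min; luciferase luminescence (BugLite, 15 min, RT) read afterwards.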
ATXN2 expr inh = Primary qHTS for Inhibitors of ATXN expression; HEK-293 ATXN2-luciferase reporter, luminescence, 24 h; Potency, µM (doses to about 57 µM), without a hit: at the top dose activity change, negative = inhibition, hits mostly inhibitors; 0.72% of 360,000 active; AID 1745845, 2022; further: on the % scale 0 is the no-effect control and ±100 the full control effect; nearly all actives have a fitted effect of over 55% in size
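ATXN2-luciferase reporter cells (luciferase flanked by upstream and downstream ATXN2 gene portions) were treated 24 h at 37 °C with compounds at up to 57 uM. SteadyGlo luminescence gave expression; GF-AFC fluorescence gave viability.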
MCF10A rerep = A quantitative high throughput screen for small molecules that induce DNA re-replication in MCF 10a normal breast cells. MCF 10A DNA re-replication, Hoechst nuclear intensity, 48 h. Potency, µM (series often up to 46.1 µM), without a hit: at the highest dose activity, positive = re-replication, hits mostly activators. 2.9% of 350,000 active; further: % of control where 0% means no effect; nearly all actives have a fitted effect of over 50% in size
HepG2 viability = qHTS for Inhibitors of TGF-b: Cytotox Counterscreen; 0.76% of 410,000 active; HepG2 CAGA-GFP viability, ATP luminescence, 18 h; Potency, µM (titrated, usually from 46.1 µM), without a hit: top-dose activity change, negative = cytotoxicity, most hits filed as cytotoxic; further: some results filed as inactive show a strong effect at the top dose
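HepG2 CAGA-GFP cells (1000/well, DMEM with 1% FBS) received compound, then TGF-beta at 500 pg/mL final, and were incubated 18 hours at 37 degrees C. Viability was read by CellTiter-Glo luminescence. Media-only wells were set as complete cell-killing and DMSO as no toxicity.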
The depositor's hits bear a star; i = inactive; ? = inconclusive; / = not tested or not shown; [ ] = remark or other dose. The call rests on the fitted dose curve; in most records, active means well fitted curve in the direction sought with a large enough effect; inconclusive means small, poorly fitted or top-dose-only effect, or another doubt; inactive means no such curve, though single readings can be large; an effect the other way counts as inactive or inconclusive. Potency means the concentration at half of the fitted maximal effect. Not all compounds are listed (hit frequency here may not be typical).

1: O=c1c2ccccc2nc(/C=C/c2ccccc2)n1-c1ccccc1O
2: Cc1ccc(/C=C2\C(=O)NC(=O)N(CCc3ccc(F)cc3)C2=O)o1
3: NS(=O)(=O)c1ccc(N2CCNCC2)cc1
4: CC(C)(C)OC(=O)NCc1ccc(CNC(=O)c2[nH]cnc2C(=O)Nc2ccccc2F)cc1
5: O=C1NC(=O)C(=Cc2ccc(N3CCN(C(=O)c4ccccc4)CC3)c([N+](=O)[O-])c2)C(=O)N1
6: Cc1ccsc1C(=O)C1CCCN(CCO)C1 (centres undefined)
7: Cc1sc2ncn(CC(=O)N3CCC4(CC3)OCCO4)c(=O)c2c1C
8: Cc1ccc(-n2c(/C=C/c3ccc(Br)s3)nc3ccccc3c2=O)cc1C
Screen / compound no.	1	2	3	4	5	6	7	8
ATXN viability	?	?	i	?	i	i	i	/
Nrf2 activator	?	3.4%	0.2%	3.1%	-0.2%	7.0%	0.2%	5.6%
EPAC2 antagonist	-26%	17%[57.1 µM]	-3%	7%	-8%	1%	-2%	/
Nrf2 block	-29%	8%	-7%	/	-2%	?	1%	/
TGFb SMAD3 inh	0%	12%	-2%	-19%	1%	0%	-8%	0%
A549 tox	-24%	12%	8%	/	-11%	8%	0%	-14%
ATXN2 expr inh	-13%	/	-3%	?	-16%[11.3 µM]	-2%	2%	/
MCF10A rerep	?	?	10%	/	-6%	?	2%	/
HepG2 viability	-1%	3%	-6%	-36%	-36%	9%	6%	-26%

9: Cc1ccc(NC(=O)COc2ccc(-n3ccnc3)cc2)cc1Cl
10: COc1cccc(OCC(=O)N2CCN(C)CC2)c1
11: CC12Cc3cn[nH]c3C=C1CCC1C2CCC2(C)C1CCC2(C)O (centres undefined)
12: C=CCn1c(O)c(/C=C2\C=Nc3ccccc32)c(=O)[nH]c1=O
13: Cc1ccc([C@@H]2CC(=O)[C@@H]3CN(S(=O)(=O)c4ccccc4C)[C@H](c4ccc(Cl)cc4)C[C@@H]3N2S(=O)(=O)c2ccc(C)cc2)cc1
14: COc1ccc(C(c2nnnn2-c2c(C)cccc2C)N2CCC3(CC2)C(=O)NCN3c2ccccc2)cc1 (centres undefined)
15: Nc1ncc(P(=S)(N2CCOCC2)N2CCOCC2)s1
16: Cc1ccc(Cn2cc(C=O)c(-c3ccc(C)cc3)n2)cc1
Screen / compound no.	9	10	11	12	13	14	15	16
ATXN viability	i	i	i	i	?	?	i	i
Nrf2 activator	0.3%	-0.2%	0.0%	4.2%	-0.9%	3.2%	1.5%	5.6%
EPAC2 antagonist	3%	2%	3%	0%	6%	7%	20%	-8%
Nrf2 block	?	14%	-6%	-10%	/	/	/	-13%
TGFb SMAD3 inh	-20%	-1%	19%	8%	-1%	?	13%	?
A549 tox	-12%	-3%	-2%	-2%	/	/	12%	1%
ATXN2 expr inh	-10%	43%[activator]	-23%	11%	-8%	?	26%	59%[activator]
MCF10A rerep	?	-3%	176%	1%	/	/	-1%	?
HepG2 viability	-9%	5%	29%	-27%	-2%	-53%	3%	-23%

17: O=S(=O)(Nc1ccc(-c2nc3ccccc3o2)cc1)c1ccccc1
18: CCOc1ccccc1NC(=O)c1cccn(Cc2ccccc2C)c1=O
19: COc1ccc(NC(=O)CN2C(=O)CN=C(c3ccccc3)c3ccccc32)c(OC)c1
20: CCc1ccccc1NC(=O)N1C[C@H]2C[C@@H](C1)c1cccc(=O)n1C2
21: C=CCN1C(=O)NC(=O)/C(=C/c2ccc(OC)c(COc3ccc(NC(C)=O)cc3)c2)C1=O
22: CNC(=O)Oc1cccc(-c2cn3cc(Cl)ccc3n2)c1
23: COc1ccc(C)cc1NC(=O)c1cccn(Cc2ccccc2Cl)c1=O
24: C=CCC1(Nc2ccccc2)CC(C)N(C)CC1C (centres undefined)
Screen / compound no.	17	18	19	20	21	22	23	24
ATXN viability	i	i	/	i	i	i	i	i
Nrf2 activator	5.2%	6.6%	1.0%	-0.7%	-0.7%	?	-0.2%	0.0%
EPAC2 antagonist	-2%	/	/	40%[activator]	4%	-8%	/	5%
Nrf2 block	1%	/	/	4%	-3%	?	/	16%
TGFb SMAD3 inh	0%	0%	-10%	16%	-14%	-28%	2%	-5%
A549 tox	-9%	0%	6%	9%	3%	1%	?	-3%
ATXN2 expr inh	18%	2%	/	-3%	19%	-41%	2%	/
MCF10A rerep	?	/	/	3%	?	2%	/	1%
HepG2 viability	-42%	-12%	-17%	7%	-52%	-29%	-8%	-18%

Ordered by formula weight (ascending): part of the list above.
22: CNC(=O)Oc1cccc(-c2cn3cc(Cl)ccc3n2)c1
17: O=S(=O)(Nc1ccc(-c2nc3ccccc3o2)cc1)c1ccccc1
23: COc1ccc(C)cc1NC(=O)c1cccn(Cc2ccccc2Cl)c1=O
Screen / compound no.	22	17	23
ATXN viability	i	i	i
Nrf2 activator	?	5.2%	-0.2%
EPAC2 antagonist	-8%	-2%	/
Nrf2 block	?	1%	/
TGFb SMAD3 inh	-28%	0%	2%
A549 tox	1%	-9%	?
ATXN2 expr inh	-41%	18%	2%
MCF10A rerep	2%	?	/
HepG2 viability	-29%	-42%	-8%

(next part)
25: O=C(CSc1nc(-c2cccs2)nc2cc(=O)[nH]n12)Nc1ccc(F)cc1
26: O=C(c1cc(F)ccc1F)C1CCCN(Cc2cccc(Cl)c2)C1 (centres undefined)
27: O=C(O)CCn1cc(C=C2C(=O)NC(=S)NC2=O)c(-c2cccc(Cl)c2)n1
28: Cc1ccc(O)c(C(=O)c2cc(C(=O)NCc3ccccc3)c(=O)n(Cc3ccccc3)c2)c1
29: COc1cc2c(cc1OC)C(C(=O)N(C)C1CCCCC1)C1CCCCN1C2=O (centres undefined)
30: CCC(=O)c1ccc(OC)c(OC)c1
31: O=C(Cc1c(-c2ccccc2)nc2ccc(Br)cn12)N1CCCC1
32: COc1ccc2c(c1)c(C(=O)O)c(C)n2CC(C)C
Screen / compound no.	25	26	27	28	29	30	31	32
ATXN viability	i	i	i	i	i	i	?	i
Nrf2 activator	?	-0.2%	2.2%	2.7%	0.0%	-0.3%	-0.9%	-0.6%
EPAC2 antagonist	/	-19%	?	10%	23%	-12%	8%	4%
Nrf2 block	12%	13%	-6%	?	0%	8%	/	-5%
TGFb SMAD3 inh	-2%	-6%	-3%	-10%	2%	9%	/	-8%
A549 tox	-6%	14%	1%	-4%	0%	-2%	/	1%
ATXN2 expr inh	7%	/	-11%	-7%	-7%	-10%	16%	8%
MCF10A rerep	/	?	?	10%	?	19%	/	12%
HepG2 viability	-13%	5%	-6%	6%	4%	-6%	/	1%

33: COc1nc2ccccc2c(=O)n1-c1ccc(C)cc1
34: O=C(O)COc1ccccc1/C=C1\C(=O)NC(=O)N(CCC2=CCCCC2)C1=O
35: COc1ccc(-c2nn(CCC#N)cc2C(=O)NCc2ccccc2)cc1
36: O=c1oc2ccccc2cc1-c1cn2cc(Cc3ccc(F)cc3)sc2n1
37: O=C(NCC(c1cccnc1)N1CCN(c2ccccc2F)CC1)Oc1ccccc1 (centres undefined)
38: O=C(c1ccccc1)N1CCN(c2ccccc2)CC1
39: COc1cc(Cl)ccc1Nc1ncc(C(=O)N2CCN(c3ccccc3OC)CC2)c2ccccc12
40: O=C1NCCN2CCCC12 (centres undefined)
Screen / compound no.	33	34	35	36	37	38	39	40
ATXN viability	i	i	i	i	i	i	/	i
Nrf2 activator	8.3%	-0.6%	0.1%	-0.7%	3.9%	-0.2%	-0.9%	0.4%
EPAC2 antagonist	7%	-1%	-7%	/	0%[57.1 µM]	6%	/	4%
Nrf2 block	?	-2%	5%	?	-14%	?	2%[9.27 µM]	28%
TGFb SMAD3 inh	0%	-1%	-2%	0%	-7%	8%	?	8%
A549 tox	-2%	0%	1%	0%	-5%	3%	-5%	7%
ATXN2 expr inh	7%	6%	-12%	9%	-1%	2%	6%	5%
MCF10A rerep	0%	-3%	2%	/	-2%	3%	/	-5%
HepG2 viability	3%	-29%	-3%	-7%	-16%	-13%	-20%	4%

For reference, part of the list above:
39: COc1cc(Cl)ccc1Nc1ncc(C(=O)N2CCN(c3ccccc3OC)CC2)c2ccccc12
40: O=C1NCCN2CCCC12 (centres undefined)
Screen / compound no.	39	40
ATXN viability	/	i
Nrf2 activator	-0.9%	0.4%
EPAC2 antagonist	/	4%
Nrf2 block	2%[9.27 µM]	28%
TGFb SMAD3 inh	?	8%
A549 tox	-5%	7%
ATXN2 expr inh	6%	5%
MCF10A rerep	/	-5%
HepG2 viability	-20%	4%

Remaining list, next part:
41: O=C1NCN(c2ccccc2)C12CCN(C(c1ccnc3ccccc13)c1nnnn1C1CCCC1)CC2 (centres undefined)
42: COc1cccc(NP2(=O)OCC(C)([N+](=O)[O-])CO2)c1 (centres undefined)
43: CC(C)C[C@H]1C(=O)N2CCC[C@H]2[C@]2(O)O[C@](NC(=O)[C@@H]3C=C4c5cccc6[nH]cc(c56)C[C@H]4N(C)C3)(C(C)C)C(=O)N12
44: CC(=O)NCC1=C(c2ccc3ccccc3c2)C[C@@H]2CC[C@H]1N2Cc1ccco1
45: O=[N+]([O-])c1cccc(CCl)c1
Screen / compound no.	41	42	43	44	45
ATXN viability	i	i	i	i	i
Nrf2 activator	-0.5%	-0.5%	3.2%	-0.7%	-0.3%
EPAC2 antagonist	12%	-10%	5%	-4%	-14%
Nrf2 block	/	-3%	?	/	?
TGFb SMAD3 inh	-22%	-8%	0%	16%	4%
A549 tox	/	-9%	-20%	/	-4%
ATXN2 expr inh	14%	1%	-20%	-11%	1%
MCF10A rerep	/	-4%	3%	/	12%
HepG2 viability	3%	-1%	-5%	-5%	-25%

Source: PubChem (National Center for Advancing Translational Sciences (NCATS))
